PERK inhibitor: human PERK inhibition, primary cell-based screen. Q9NZJ5. CHO PERK-DD fusion, SEAP luminescence translation reporter. inhibition, % at 5.6 µM. 220,000 compounds, 0.17% hits. AID 1416;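 active = inhibition above the mean inhibition of all tested compounds plus 3 SD, set separately per screening campaign, cut at about 2.9% in these data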;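 note: PERK kinase domain activated by AP20187 dimerizer at 100 nM; 0% = DMSO with dimerizer and 100% = rapamycin at 8.4 µM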
Rad51 HR inh: Rad51 (human) homologous recombination inhibition; inhibition, % at 10 µM; hRad51 DNA strand exchange, fluorescence dequenching; 200,000 compounds, 0.085% hits;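 active = inhibition above 40% at the single screening dose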;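 note: 0% = DMSO control wells and 100% = blanks with heterologous ssDNA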
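Material: hRad51 filaments on single-stranded DNA; Reagent: Donor/quencher-labelled 47-bp dsDNA substrate; Compound: 10 µM final, single point; Schedule: 37 °C 15-min filament assembly, 30-min compound preincubation, 15-min exchange; Technique: FRET fluorescence, excitation 485 nm, emission 520 nm; Benchmarks: control wells and blank wells on each plate.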
Furin inhibitor: blocks human furin protease activity | P09958 | purified furin, fluorogenic substrate cleavage | inhibition, % at 30 µM | 220,000 compounds, 0.061% hits | AID 463115; in the data active = inhibition above about 25%; note: inactives centre near -15
Cl transport mod: KCC2 (human) Cl- transport modulation. Q9H2X9. B-score of Tl+ flux slope (higher = more flux/activation; lower = inhibition) at 10 µM. AID 1456. KCC2 cells, thallium flux FluoZin-2 fluorescence. 190,000 compounds, 2.2% hits;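 active = thallium flux slope and its plate-corrected score both differing from the plate sample mean at a set confidence after two filtering rounds, in either direction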;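 note: slope of fluorescence scaled to starting intensity during 10 to 20 s after thallium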
KLK5 inh: blocks human kallikrein 5 protease activity; Q9Y337; recombinant hK5, fluorogenic AMC substrate cleavage; inhibition, % at 5 µM; 210,000 compounds, 0.59% hits; AID 873;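 active = inhibition of 40% or more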;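 note: 0% = enzyme controls without compound and 100% = no-enzyme blanks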
Target sequence (Q9Y337 67-293 limits assumed): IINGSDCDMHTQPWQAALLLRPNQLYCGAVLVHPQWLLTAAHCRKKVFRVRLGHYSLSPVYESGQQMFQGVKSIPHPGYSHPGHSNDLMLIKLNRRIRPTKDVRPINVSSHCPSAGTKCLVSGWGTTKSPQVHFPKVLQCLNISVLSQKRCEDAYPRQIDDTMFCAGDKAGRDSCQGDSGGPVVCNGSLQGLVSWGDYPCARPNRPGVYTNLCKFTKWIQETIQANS
FXIIa inh 1536: inhibitors of human coagulation factor XIIa; purified FXIIa, Boc-QGR-AMC fluorogenic substrate, 2 h; inhibition, % at 5 µM; 220,000 compounds, 0.3% hits; AID 800; in the data active = inhibition above about 40%;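 note: 0% = enzyme with no compound and 100% = blank without enzyme; many of its hits are not listed in these tables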
Target sequence (P00748 20-372 limits assumed): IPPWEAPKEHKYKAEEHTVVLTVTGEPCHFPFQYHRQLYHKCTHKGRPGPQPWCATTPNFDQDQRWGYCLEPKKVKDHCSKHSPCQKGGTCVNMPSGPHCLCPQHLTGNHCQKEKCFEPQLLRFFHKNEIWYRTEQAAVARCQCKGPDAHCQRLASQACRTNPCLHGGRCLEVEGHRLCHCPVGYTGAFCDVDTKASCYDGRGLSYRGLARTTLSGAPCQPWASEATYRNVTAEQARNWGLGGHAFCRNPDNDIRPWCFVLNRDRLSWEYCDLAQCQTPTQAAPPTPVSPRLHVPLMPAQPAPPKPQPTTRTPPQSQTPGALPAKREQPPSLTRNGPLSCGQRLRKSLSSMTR
Target sequence (P00748 373-615 limits assumed): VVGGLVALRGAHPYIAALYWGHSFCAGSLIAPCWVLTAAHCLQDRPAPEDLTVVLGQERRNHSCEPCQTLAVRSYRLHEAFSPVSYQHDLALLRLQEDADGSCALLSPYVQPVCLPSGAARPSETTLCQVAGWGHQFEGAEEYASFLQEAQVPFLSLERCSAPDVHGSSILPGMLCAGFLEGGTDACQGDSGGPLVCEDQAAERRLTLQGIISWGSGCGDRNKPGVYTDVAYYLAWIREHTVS
Calpain2 inh: inhibitors of pig calpain II; inhibition, % at 16 µM; AID 1236; purified calpain II, fluorogenic peptide substrate, 30 min; 220,000 compounds, 0.37% hits;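 active = inhibition above about 50%, limit read from the data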
FXIa inh: inhibitors of human coagulation factor XIa. P03951. inhibition, % at 5 µM. purified FXIa, Boc-Glu-Ala-Arg-AMC fluorogenic substrate. 220,000 compounds, 0.14% hits;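 active = inhibition of at least 40%; inactive = inhibition below 40%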;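 note: fluorescence of freed AMC excited at 355 nm; 0% = enzyme without compound and 100% = no enzyme blank; many of its hits are not listed in these tables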
Thrombin inh: thrombin (human) inhibition; alpha-thrombin, Boc-VPR-AMC fluorogenic substrate cleavage; inhibition, % at 5 µM; 220,000 compounds, 0.26% hits; P00734;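 active = inhibition at or above 40%; inactive = inhibition below 40%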;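 note: 0% = enzyme with no compound and 100% = wells without enzyme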
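Material: Human alpha-thrombin protein | Buffer or medium: pH 7.5 Tris-saline with Tween 20 | Reagent: Boc-VPR-AMC substrate, 15 µM final | Schedule: Reaction at ambient temperature | Detection: AMC fluorescence at 355 nm excitation and 460 nm emission | Evaluation: Percent inhibition scaled between no-compound controls and no-enzyme blanks | Controls: no-compound enzyme wells and no-enzyme blanks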
The depositor's hits bear a star; i = inactive; . = not tested or not shown; [ ] = remark or other dose.

SMILES | PERK inhibitor | Rad51 HR inh | Furin inhibitor | Cl transport mod | KLK5 inh | FXIIa inh 1536 | Calpain2 inh | FXIa inh | Thrombin inh
Oc1c(C(c2ccco2)N2CCN(C(c3ccccc3)c3ccccc3)CC2)sc2ncnn12 (stereo not drawn) | -0.6 | -5 | -8 | 0.25 | -5 | 17 | -129 | 3 | 6
COC(=O)c1cc(-c2ccc(Cl)cc2Cl)n[nH]1 | -0.3 | -8 | -13 | 2.1 | 14 | 21 | 44 | 21 | 28
O=C(Nc1nc(-c2ccccc2)nc2ccccc12)c1ccc(F)cc1 | 1.7 | -20 | -19 | -1.3 | 2 | 6 | -22 | 4 | 2
COc1cc(NC(=O)CSc2nc3ccccc3c(=O)n2C)ccc1NC(=O)c1ccco1 | -1.0 | -2 | -24 | . | 0 | 9 | -339 | 2 | 3
Cc1ccc(Nc2c(-c3ccco3)nc3nc(C)cc(C)n23)cc1 | 0.0 | 8 | -15 | -0.086 | -5 | 3 | -5 | -3 | -12
CCCCNC(=S)NNC(=O)c1csc(C)c1CC | 1.0 | -19 | -33 | 1.4 | -54 | 11 | 8 | 3 | -1
COc1ccccc1-c1cc(N)n(S(=O)(=O)c2cccc3nsnc23)n1 | -1.2 | 7 | -14 | -0.049 | 0 | 10 | -13 | 0 | -3
COc1ccc2occ(NC(C)=O)c2c1 | 0.8 | -6 | -9[20 µM] | -0.81 | 1 | 5 | -4 | -6 | -5
COc1ccc(-c2cc(C(F)(F)F)nc(SCC(=O)NCCN3CCOCC3)n2)cc1OC | -0.4 | -8 | -13[20 µM] | -0.34 | -7 | 1 | -141 | -3 | -3
O=c1c(F)cn(C2CCCO2)c(=O)n1Cc1c(F)cccc1Cl (stereo not drawn) | 0.3 | 3 | -20[20 µM] | -1 | -20 | 18 | -14 | -2 | -11
O=C(C1CC2C=CC1C2)N1CCN(c2ccccc2)CC1 (stereo not drawn) | 0.4 | -28 | -10 | -0.00023 | -2 | 5 | -5 | 3 | 2
CCOc1cccc(NC(=O)Cn2nc(-c3ccc4c(c3)OCCO4)ccc2=O)c1 | -0.7 | -6 | -18[20 µM] | 0.19 | -10 | 15 | -57 | 7 | 2
CC(C)(C)c1cc(-c2ccccc2)n[nH]1 | 1.9 | -1 | -19 | -1.2 | -1 | 3 | 5 | -1 | -2
COc1ccccc1N(C)S(=O)(=O)c1ccc(C(=O)NC(C)(C)C)cc1 | -0.3 | . | -1[20 µM] | 1 | -23 | -7 | 40 | -4 | -20
CCCc1nc2ccccc2c(C(=O)OCC(=O)NCc2ccc3c(c2)OCO3)c1CC | -0.9 | 7 | -1 | -0.72 | -8 | 0 | 35 | -3 | -3
CCCCCCC(=O)Nc1nc(C)c(-c2csc(Nc3ccccc3OC)n2)s1 | -0.7 | 5 | -6[20 µM] | -1 | . | 7 | -19 | 6 | 0
CC(C)CN(Cc1cc(=O)oc2cc3c(cc12)CCCC3)CC(C)C | 0.5 | 12 | -9 | -0.058 | 1 | 14 | 28 | 4 | 7
CCOC(=O)CSc1nnc(NC(=O)c2cccc([N+](=O)[O-])c2)s1 | 1.0 | 8 | -12 | 0.31 | -6 | 12 | 5 | 9 | -10
O=C(CCc1ccccn1)N1CCCC(CNS(=O)(=O)c2cccs2)C1 (stereo not drawn) | 1.4 | 5 | -24 | -0.92 | -4 | 1 | -21 | -6 | -5
CCCCNC(=S)NC(=O)c1ccc([N+](=O)[O-])cc1 | 2.7 | . | -6[20 µM] | 21* | -8 | 13 | 15 | -1 | -5
COC(=O)c1oc2nc(C)cc(C)c2c1N | 2.0 | 3 | -7 | 1.1 | -34 | 11 | i | -1 | -2
CC(C)CCNC(=O)c1cc(-c2ccco2)nc2ccccc12 | -0.6 | -4 | -50[20 µM] | 0.76 | -80 | 7 | i | 0 | 0
CC(C)CCNC(=O)NC(=O)COC(=O)c1cc(S(=O)(=O)N2CCOCC2)ccc1N1CCCCC1 | -0.6 | 5 | -8[20 µM] | . | -4 | 8 | -378 | 3 | -2
COc1ccc(NC(=O)/C=C/c2ccco2)cn1 | -0.4 | -11 | 4 | -0.096 | 16 | 14 | 19 | 9 | -3
CCOC(=O)c1cc(NC(=O)CCC(=O)O)ccc1N1CCCCC1 | -1.0 | . | -10 | -0.009 | 1 | 4 | 12 | -3 | 3
C=C(C)C(=O)Oc1ccc(N2C(=O)CCC2=O)cc1 | 0.3 | -26 | -18 | -0.014 | 0 | 7 | 20 | 2 | 2
COc1cc(/C=C(/C#N)C(=O)NCCc2c[nH]c3ccccc23)ccc1OCc1ccccc1F | 0.5 | -6 | -18[20 µM] | -0.23 | -14 | 8 | 14 | -6 | -3
O=[N+]([O-])c1ccc(/C=N\N2CCN(c3ccc(Cl)cc3)CC2)cc1 | 1.2 | 0 | -9 | . | -4 | 13 | -14 | 5 | 2
CNS(=O)(=O)c1ccc(NCC2COc3ccccc3O2)c([N+](=O)[O-])c1 (stereo not drawn) | -0.5 | . | -8 | -1.4 | -26 | 6 | 27 | 1 | -4
Cc1cc(C)cc(Nc2ncnc3nc[nH]c23)c1 | -0.8 | 17 | -20 | -1.9 | 0 | 9 | 0 | 1 | -1
Cc1ccc(O)c(C(=O)c2cnc3c(c2)CN(C)C(=O)N3)c1 | -1.4 | -7 | 5[20 µM] | -0.036 | -23 | -9 | -37 | -5 | -9
COc1cc(/C=C(\C#N)C(=O)NCC2CCCO2)ccc1OCCC(C)C (stereo not drawn) | -1.4 | 7 | -1 | 0.37 | 0 | 13 | -17 | 2 | 1
Cc1ccc(S(=O)(=O)NC(C)C(=O)NC2CCCCCC2)cc1 (stereo not drawn) | -0.5 | 7 | -20[20 µM] | 0.0074 | 15 | -27 | -5 | -13 | -7
C/C(=C1/SC(N2CCCC2)=NC1=O)c1ccc(Br)cc1 | -0.4 | 5 | 7 | 0.077 | 2 | 9 | 24 | 1 | 2
CC(CO)Nc1nc(SCc2ccccc2)nc2sc3c(c12)CCC3 (stereo not drawn) | -0.9 | 0 | -19[20 µM] | -0.089 | -5 | 2 | -36 | -8 | -3
CN(C)c1ccc(/C=N/NC(=O)c2cccc(N3CCCC3=O)c2)cc1 | -0.1 | 9 | -7 | 0.14 | 6 | 6 | -13 | 3 | -10
c1ccc(Cn2c(SCc3cn4cccnc4n3)nnc2-c2ccco2)cc1 | 0.6 | -5 | -21 | . | -13 | -8 | . | -7 | 3
CCOC(=O)c1nn(-c2cccc(Cl)c2)c2nc(CC(C)C)c(C#N)c(=O)n12 | 0.5 | 4 | -6[20 µM] | -1.7 | -10 | 7 | -46 | -5 | -2
CC1CCN(c2nc3c(c(=O)n(C)c(=O)n3C)n2CCSc2nc3ccccc3s2)CC1 | -0.6 | -2 | -22 | . | -6 | 7 | -19 | -7 | -11
CCOC(=O)c1cc2sccc2n1Cc1ccc(C#N)cc1 | 0.3 | 6 | -11 | -0.38 | -3 | 4 | 8 | -2 | -4
c1ccc(-n2nnnc2Oc2ccc(-c3nnco3)cc2)cc1 | -0.5 | -6 | -20 | -0.36 | -2 | -6 | 2 | -6 | -4
O=C(CCc1ccccc1)NNC(=S)NC(=O)c1ccccc1 | 1.6 | 2 | -15[20 µM] | 10* | -247 | 11 | -12 | 13 | 32
CC(C)N1CCC(N2CCN(Cc3cccnc3)CC2CCO)CC1 (stereo not drawn) | 0.1 | -9 | -19 | . | . | 3 | -17 | 1 | -4
CCOc1ccccc1C(=O)NCC(=O)OCC(=O)c1ccc2c(c1)OCCO2 | -0.7 | 1 | -25 | 0.11 | -28 | 8 | -11 | -6 | -4
CCSc1nc2ccccc2c(=O)n1OCC(=O)OC | -0.4 | 1 | -22[20 µM] | 0.47 | 11 | 17 | 22 | 8 | 11
Cc1ccc(C)c(NC(=O)c2c(Cl)nc3ccccn23)c1 | -0.3 | 2 | -19 | -1.6 | 1 | 6 | -6 | -2 | -4
CN1C(=O)COc2ccc(C(=O)c3ccccc3C(=O)O)cc21 | 1.2 | -18 | -21 | 0 | -10 | 9 | -3 | 12 | -1
COc1ccc(CNC(=O)c2cccc(N3CCCC3=O)c2)cc1 | 0.8 | 2 | -23[20 µM] | -0.38 | -11 | 2 | 12 | -9 | -4
O=C(O)CSC(C(=O)Nc1ccc(Br)cc1)c1ccccc1 (stereo not drawn) | 1.1 | 9 | -15 | 0.28 | 10 | 8 | 30 | 5 | 0
CN1Cc2c(N3CCOCC3)nc(SCc3ccccc3)c(C#N)c2CC1(C)C | 0.3 | 4 | -21 | 0.19 | -12 | 9 | -26 | 2 | 0
Cc1cc(C)n(-c2ccc(C(=O)O)cc2)n1 | 1.1 | 0 | -10 | 1.7 | -20 | 13 | -8 | 7 | 1
COC(=O)N/N=C/c1ccc(-c2ccc(Cl)c(Cl)c2)o1 | 0.2 | 8 | 8 | -0.0054 | -2 | 8 | 16 | 0 | -8
CC(c1nnc(SCC(=O)NC(=O)NCc2ccco2)n1-c1ccc(Cl)cc1)N(C)C (stereo not drawn) | 0.6 | 2 | -21 | . | 1 | 14 | -53 | 10 | 2
Cc1ccc(NC(=O)NC(=O)N(C2CCCCC2)S(=O)(=O)c2ccccc2)cc1 | 0.9 | 7 | -6 | -0.79 | -20 | 8 | 16 | -5 | -4

Among those listed so far, two contain a tert-butyl group:
SMILES | PERK inhibitor | Rad51 HR inh | Furin inhibitor | Cl transport mod | KLK5 inh | FXIIa inh 1536 | Calpain2 inh | FXIa inh | Thrombin inh
CC(C)(C)c1cc(-c2ccccc2)n[nH]1 | 1.9 | -1 | -19 | -1.2 | -1 | 3 | 5 | -1 | -2
COc1ccccc1N(C)S(=O)(=O)c1ccc(C(=O)NC(C)(C)C)cc1 | -0.3 | . | -1[20 µM] | 1 | -23 | -7 | 40 | -4 | -20

Entries above containing an aryl thioether with sulfur outside any ring:
SMILES | PERK inhibitor | Rad51 HR inh | Furin inhibitor | Cl transport mod | KLK5 inh | FXIIa inh 1536 | Calpain2 inh | FXIa inh | Thrombin inh
COc1cc(NC(=O)CSc2nc3ccccc3c(=O)n2C)ccc1NC(=O)c1ccco1 | -1.0 | -2 | -24 | . | 0 | 9 | -339 | 2 | 3
COc1ccc(-c2cc(C(F)(F)F)nc(SCC(=O)NCCN3CCOCC3)n2)cc1OC | -0.4 | -8 | -13[20 µM] | -0.34 | -7 | 1 | -141 | -3 | -3
CCOC(=O)CSc1nnc(NC(=O)c2cccc([N+](=O)[O-])c2)s1 | 1.0 | 8 | -12 | 0.31 | -6 | 12 | 5 | 9 | -10
CC(CO)Nc1nc(SCc2ccccc2)nc2sc3c(c12)CCC3 (stereo not drawn) | -0.9 | 0 | -19[20 µM] | -0.089 | -5 | 2 | -36 | -8 | -3
c1ccc(Cn2c(SCc3cn4cccnc4n3)nnc2-c2ccco2)cc1 | 0.6 | -5 | -21 | . | -13 | -8 | . | -7 | 3
CC1CCN(c2nc3c(c(=O)n(C)c(=O)n3C)n2CCSc2nc3ccccc3s2)CC1 | -0.6 | -2 | -22 | . | -6 | 7 | -19 | -7 | -11
CCSc1nc2ccccc2c(=O)n1OCC(=O)OC | -0.4 | 1 | -22[20 µM] | 0.47 | 11 | 17 | 22 | 8 | 11
CN1Cc2c(N3CCOCC3)nc(SCc3ccccc3)c(C#N)c2CC1(C)C | 0.3 | 4 | -21 | 0.19 | -12 | 9 | -26 | 2 | 0
CC(c1nnc(SCC(=O)NC(=O)NCc2ccco2)n1-c1ccc(Cl)cc1)N(C)C (stereo not drawn) | 0.6 | 2 | -21 | . | 1 | 14 | -53 | 10 | 2

Source: PubChem

Some of the compounds tested (hit frequency here may not be typical).
